From PubChem BioAssay
TcdB GH inh = blocks C. difficile toxin B glycohydrolase activity. 350,000 compounds, 0.24% hits. TcdB glycohydrolase enzymatic assay, plate reader. inhibition, % at 9.99 µM. AID 652162. P18177; in the data active = inhibition above about 10%
Target sequence (P18177 whole entry, looked up): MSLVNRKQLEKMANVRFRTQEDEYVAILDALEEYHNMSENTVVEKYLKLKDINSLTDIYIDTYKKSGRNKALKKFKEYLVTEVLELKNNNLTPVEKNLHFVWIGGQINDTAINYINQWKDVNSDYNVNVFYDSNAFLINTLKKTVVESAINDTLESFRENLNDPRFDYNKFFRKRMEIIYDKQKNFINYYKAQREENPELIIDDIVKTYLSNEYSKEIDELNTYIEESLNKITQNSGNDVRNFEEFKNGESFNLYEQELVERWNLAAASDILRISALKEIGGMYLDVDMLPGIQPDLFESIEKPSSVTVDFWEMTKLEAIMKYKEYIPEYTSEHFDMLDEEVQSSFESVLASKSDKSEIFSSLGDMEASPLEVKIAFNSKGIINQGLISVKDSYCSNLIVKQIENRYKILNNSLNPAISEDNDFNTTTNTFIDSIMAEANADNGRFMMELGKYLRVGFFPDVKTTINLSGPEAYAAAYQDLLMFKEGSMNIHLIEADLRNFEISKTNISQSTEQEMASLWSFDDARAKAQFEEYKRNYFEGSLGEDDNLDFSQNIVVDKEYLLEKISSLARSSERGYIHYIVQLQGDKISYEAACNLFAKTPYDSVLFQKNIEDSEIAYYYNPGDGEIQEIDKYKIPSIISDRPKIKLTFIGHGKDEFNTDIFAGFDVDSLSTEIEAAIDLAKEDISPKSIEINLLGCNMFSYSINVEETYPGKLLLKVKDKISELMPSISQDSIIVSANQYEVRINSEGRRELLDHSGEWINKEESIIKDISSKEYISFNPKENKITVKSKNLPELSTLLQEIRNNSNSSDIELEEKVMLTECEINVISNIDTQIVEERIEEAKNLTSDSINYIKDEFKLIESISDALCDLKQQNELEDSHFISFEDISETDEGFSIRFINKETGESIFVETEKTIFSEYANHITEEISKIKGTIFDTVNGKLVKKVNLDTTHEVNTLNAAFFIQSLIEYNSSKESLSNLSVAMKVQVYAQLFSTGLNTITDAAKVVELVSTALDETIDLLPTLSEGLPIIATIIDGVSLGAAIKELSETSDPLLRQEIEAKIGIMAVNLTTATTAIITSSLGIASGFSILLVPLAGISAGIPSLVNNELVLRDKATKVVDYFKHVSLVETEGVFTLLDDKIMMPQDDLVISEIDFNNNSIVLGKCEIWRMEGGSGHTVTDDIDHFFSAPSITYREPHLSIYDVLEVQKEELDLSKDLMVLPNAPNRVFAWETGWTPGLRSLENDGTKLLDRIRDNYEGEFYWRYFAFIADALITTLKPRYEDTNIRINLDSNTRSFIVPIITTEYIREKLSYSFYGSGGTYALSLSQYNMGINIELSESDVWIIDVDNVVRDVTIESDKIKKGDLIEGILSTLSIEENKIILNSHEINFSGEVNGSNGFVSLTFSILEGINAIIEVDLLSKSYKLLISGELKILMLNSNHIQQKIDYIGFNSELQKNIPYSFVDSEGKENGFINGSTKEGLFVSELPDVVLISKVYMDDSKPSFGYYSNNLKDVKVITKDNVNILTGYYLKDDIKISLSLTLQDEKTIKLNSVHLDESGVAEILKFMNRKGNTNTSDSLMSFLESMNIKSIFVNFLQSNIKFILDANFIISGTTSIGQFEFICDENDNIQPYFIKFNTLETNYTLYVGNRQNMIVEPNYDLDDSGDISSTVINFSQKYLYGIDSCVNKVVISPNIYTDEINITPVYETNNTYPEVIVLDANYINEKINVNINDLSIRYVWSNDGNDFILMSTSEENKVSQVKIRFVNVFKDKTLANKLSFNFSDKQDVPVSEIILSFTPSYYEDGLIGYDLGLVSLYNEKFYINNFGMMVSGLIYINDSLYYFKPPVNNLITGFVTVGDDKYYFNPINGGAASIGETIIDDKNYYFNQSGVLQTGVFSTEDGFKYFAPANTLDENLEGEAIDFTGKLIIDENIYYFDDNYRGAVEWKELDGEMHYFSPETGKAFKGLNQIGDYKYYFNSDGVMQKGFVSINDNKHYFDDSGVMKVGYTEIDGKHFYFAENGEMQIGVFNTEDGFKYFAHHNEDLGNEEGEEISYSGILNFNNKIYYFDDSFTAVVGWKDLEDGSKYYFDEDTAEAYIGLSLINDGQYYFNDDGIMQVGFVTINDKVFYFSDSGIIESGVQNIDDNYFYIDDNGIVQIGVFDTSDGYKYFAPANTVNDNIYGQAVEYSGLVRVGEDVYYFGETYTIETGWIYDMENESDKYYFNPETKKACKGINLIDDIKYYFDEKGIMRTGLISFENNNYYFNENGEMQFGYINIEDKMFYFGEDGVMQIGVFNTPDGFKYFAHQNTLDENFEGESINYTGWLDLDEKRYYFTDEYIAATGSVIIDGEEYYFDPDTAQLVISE
Numbers without * were called inactive; & = joins results of further samples. This is a subset, so the mix of outcomes need not match the whole.

Start of the listing, in advance, 6 compounds:
SMILES	TcdB GH inh
CC(C)NC(=O)Nc1ccc2c(c1)C(=O)N([C@H](C)CO)C[C@H](C)[C@@H](CN(C)C(=O)Nc1ccc(F)cc1)OCCCC[C@H](C)O2	0.9
COc1ccc(NC(=O)Nc2ccc3c(c2)[C@@H]2C[C@@H](CC(=O)NCc4ccccn4)O[C@@H](CO)[C@@H]2O3)cc1	0.1
CC(C)NC(=O)N(C)C[C@@H]1Oc2ncc(C#Cc3cccc(F)c3)cc2C(=O)N([C@H](C)CO)C[C@@H]1C	-0.8
O=C(N[C@H](Cc1ccccc1)C(=O)N1CCN(c2ccc(Cl)cn2)CC1)[C@H]1O[C@@H](n2ccc(=O)[nH]c2=O)[C@H](O)[C@@H]1O	1.8
C[C@@H]1CN([C@@H](C)CO)C(=O)c2cccc(NS(=O)(=O)c3ccc(F)cc3)c2O[C@H]1CN(C)Cc1ccccc1	1.9
C[C@@H]1CCCCO[C@H](CN(C)C(=O)Nc2ccc(C(F)(F)F)cc2)[C@@H](C)CN([C@H](C)CO)C(=O)c2cc(NS(C)(=O)=O)ccc2O1	1.1

The listing, previewed entries included:
SMILES	TcdB GH inh
CC(C)NC(=O)Nc1ccc2c(c1)C(=O)N([C@H](C)CO)C[C@H](C)[C@@H](CN(C)C(=O)Nc1ccc(F)cc1)OCCCC[C@H](C)O2	0.9
COc1ccc(NC(=O)Nc2ccc3c(c2)[C@@H]2C[C@@H](CC(=O)NCc4ccccn4)O[C@@H](CO)[C@@H]2O3)cc1	0.1
CC(C)NC(=O)N(C)C[C@@H]1Oc2ncc(C#Cc3cccc(F)c3)cc2C(=O)N([C@H](C)CO)C[C@@H]1C	-0.8
O=C(N[C@H](Cc1ccccc1)C(=O)N1CCN(c2ccc(Cl)cn2)CC1)[C@H]1O[C@@H](n2ccc(=O)[nH]c2=O)[C@H](O)[C@@H]1O	1.8
C[C@@H]1CN([C@@H](C)CO)C(=O)c2cccc(NS(=O)(=O)c3ccc(F)cc3)c2O[C@H]1CN(C)Cc1ccccc1	1.9
C[C@@H]1CCCCO[C@H](CN(C)C(=O)Nc2ccc(C(F)(F)F)cc2)[C@@H](C)CN([C@H](C)CO)C(=O)c2cc(NS(C)(=O)=O)ccc2O1	1.1
CCCc1cn(CC[C@H]2CC[C@H](NC(=O)C3CCC3)[C@@H](CO)O2)nn1	0.0
O=C(NC1CN2CCC1CC2)c1ccc(Cl)cc1 (configuration not stated)	0.5
O=C(C[C@H]1CC[C@H]2[C@@H](COC[C@@H](O)CN2Cc2cc(F)ccc2F)O1)N[C@H]1CCN(Cc2ccccc2)C1	-0.8
COc1ccc(NC(=O)N[C@H]2C=C[C@H](CC(=O)NC3CCCCC3)O[C@H]2CO)cc1	-2.5
CCCNC(=O)N[C@H]1C=C[C@@H](CC(=O)NC2CCC2)O[C@@H]1CO	0.1
CN1CCCCC(NC(=O)CSc2ccccc2)C1=O (configuration not stated)	0.4
O=C(C[C@@H]1CC[C@@H](NC(=O)c2ccccc2)[C@@H](CO)O1)NCc1ccc(Oc2ccccc2)cc1	-0.2
O=C(C1CC1)N1C[C@H]2[C@@H](c3ccccc31)[C@@H](CO)N2Cc1ccccc1Cl	-5.9
O=C(N[C@H]1CC[C@@H](CCn2cc(-c3ccccn3)nn2)O[C@@H]1CO)c1ccncc1	-2.8
C[C@@H]1CN([C@H](C)CO)C(=O)Cc2cc(NC(=O)C3CCCCC3)ccc2O[C@H]1CN(C)CC1CC1	0.2
COCC(=O)N1[C@@H](CO)[C@H](c2ccccc2)C12CN(C(=O)NC1CCCC1)C2	-2.5
COc1ccc2c3c([nH]c2c1)[C@H](CO)N(C(=O)c1ccccn1)CC31CCN(C(=O)C2CCCCC2)CC1	-0.8
O=C(NCc1ccccc1)C(c1ccccc1)n1c(-c2ccccn2)nc2ccccc21 (configuration not stated)	0.3
CC(C)C1=CC2C3C(C(C(C)C)=CC(=O)[C@@]3(C)O)C1C(=O)C2(C)O (some centres not stated)	1.3
COc1ccc(S(=O)(=O)Nc2ccc3c(c2)C(=O)N([C@@H](C)CO)C[C@@H](C)[C@H](CN(C)Cc2ccncc2)OCCCC[C@H](C)O3)cc1	-0.1
Cc1ccc(S(=O)(=O)N(C)C[C@@H]2OCc3ccccc3-c3c(n(C)c4ccccc34)C(=O)N([C@H](C)CO)C[C@H]2C)cc1	-0.3
C[C@@H]1CN([C@@H](C)CO)S(=O)(=O)c2ccc(-c3ccncc3)cc2O[C@@H]1CN(C)S(=O)(=O)c1ccccc1F	-0.9
C[C@H](CO)N1C[C@H](C)[C@H](CN(C)Cc2ccc(Cl)c(Cl)c2)Oc2c(NC(=O)c3ccc(-c4nccs4)cc3)cccc2C1=O	0.9
CC(C)C[C@@H]1COc2cccc(NC3CC3)c2S(=O)(=O)N1	-0.9
COCC(=O)Nc1ccc2c(c1)[C@H]1C[C@H](CC(=O)NCCN3CCCCC3)O[C@H](CO)[C@H]1O2	-7.0
CC1C=NC(S(=O)(=O)N2CC[C@@H]3[C@@H](CO)N(C)c4ccc(C5=CCCCC5)cc4[C@@H]32)=N1 (some centres not stated)	-4.2
CCCC(=O)Nc1ccc2c(c1)OC[C@@H](C)N(C(=O)c1ccncc1)C[C@@H](C)[C@@H](OC)CN(C)C2=O	0.0
CC(C)NC(=O)Nc1ccc2c(c1)C(=O)N([C@@H](C)CO)C[C@@H](C)[C@@H](CN(C)Cc1ccc3c(c1)OCO3)OCCCC[C@@H](C)O2	-1.4
C[C@H](CO)N1C[C@H](C)[C@H](CN(C)Cc2ccc(Oc3ccccc3)cc2)Oc2ccc(NS(=O)(=O)c3cn(C)cn3)cc2C1=O	-0.3
CC(C)NC(=O)Nc1ccc2c(c1)CC(=O)N([C@H](C)CO)C[C@@H](C)[C@H](CN(C)Cc1ccc(Cl)c(Cl)c1)O2	-1.6
COc1ccccc1NC(=O)N[C@@H]1CC[C@H](CCn2cc(-c3cccnc3)nn2)O[C@H]1CO	-0.2
C[C@@H]1CCCCO[C@H](CN(C)CC2CCCCC2)[C@H](C)CN([C@H](C)CO)C(=O)c2cc(NS(=O)(=O)c3ccc(F)cc3)ccc2O1	0.5
CNC[C@@H]1Oc2cc(-c3cccnc3)ccc2S(=O)(=O)N([C@H](C)CO)C[C@H]1C	-1.1
C[C@@H]1CCCCO[C@@H](CN(C)S(=O)(=O)c2ccc(F)cc2)[C@H](C)CN([C@@H](C)CO)C(=O)c2cc(NC(=O)Nc3ccc4c(c3)OCO4)ccc2O1	0.8
C[C@@H]1CCCCO[C@@H](CN(C)S(=O)(=O)c2cn(C)cn2)[C@@H](C)CN([C@H](C)CO)C(=O)c2cc(NC(=O)CCCN(C)C)ccc2O1	0.7
CO[C@H]1CN(C)C(=O)c2ccc(NC(=O)C3CCC3)cc2OC[C@H](C)N(Cc2cccnc2)C[C@@H]1C	-0.9
C/C=C/c1ccc2c(c1)O[C@H](CN(C)C(=O)Nc1ccccc1)[C@H](C)CN([C@@H](C)CO)S2(=O)=O	-1.0
Cc1ccc(S(=O)(=O)N2[C@@H]3CNC[C@H]2C3c2ccc(/C=C/c3ccccc3)cc2)cc1 (some centres not stated)	-0.5&-1.2
C[C@@H](CO)NC(=O)c1[nH]cnc1C(=O)Nc1ccccc1	0.1
C[C@H]1CN([C@@H](C)CO)C(=O)Cc2cc(NS(=O)(=O)c3ccccc3)ccc2O[C@@H]1CN(C)Cc1ccc(C(=O)Nc2ccccc2N)cc1	0.6
C[C@@H]1CCCCO[C@H](CN(C)S(C)(=O)=O)[C@@H](C)CN([C@@H](C)CO)C(=O)c2cc(NC(=O)NC3CCCCC3)ccc2O1	-0.2
CN1C(=O)c2cc(NC(=O)C3CCCCC3)ccc2OC[C@@H]2O[C@H](CC(=O)NC3CCCC3)CC[C@@H]21	0.1
C[C@@H](NC(=O)C[C@H]1CC[C@@H]2[C@H](COC[C@@H](O)CN2C(=O)Nc2ccccc2)O1)c1ccccc1	0.4
Cc1ccc(S(=O)(=O)N(C)C[C@H]2OCCCC[C@@H](C)Oc3ccc(NC(=O)CCCN(C)C)cc3C(=O)N([C@H](C)CO)C[C@@H]2C)cc1	0.6

The last 2 records of the part above come first, to join the parts.
SMILES	TcdB GH inh
C[C@@H](NC(=O)C[C@H]1CC[C@@H]2[C@H](COC[C@@H](O)CN2C(=O)Nc2ccccc2)O1)c1ccccc1	0.4
Cc1ccc(S(=O)(=O)N(C)C[C@H]2OCCCC[C@@H](C)Oc3ccc(NC(=O)CCCN(C)C)cc3C(=O)N([C@H](C)CO)C[C@@H]2C)cc1	0.6
CN1CCN(C(=O)c2cc3c(c(-c4cccc(-c5cccc(F)c5)c4)n2)[C@@H](CCO)N(S(=O)C(C)(C)C)C3)CC1 (some centres not stated)	0.4
CC(C)NC(=O)N(C)C[C@@H]1Oc2c(NS(=O)(=O)c3cn(C)cn3)cccc2C(=O)N([C@@H](C)CO)C[C@@H]1C	1.5
COCCNC(=O)C[C@H]1CC[C@@H]2[C@H](COC[C@@H](O)CN2C(=O)Nc2ccccc2OC)O1	0.6
C[C@@H]1CN([C@H](C)CO)S(=O)(=O)c2ccc(-c3cccnc3)cc2O[C@@H]1CN(C)Cc1cncnc1	0.3
CCCNC(=O)NC[C@@H]1CC[C@H]2[C@H](CN2C(=O)C2CCOCC2)O1	-2.6
C[C@H]1CN([C@@H](C)CO)C(=O)c2cc(NC(=O)CCN3CCOCC3)ccc2O[C@H]1CN(C)Cc1ccc(-c2ccccc2)cc1	1.2
C[C@H](CO)N1C[C@H](C)[C@H](CN(C)C(=O)Nc2ccc(-c3ccccc3)cc2)OCc2ccccc2-c2ccccc2C1=O	-6.3
Cc1ccc(S(=O)(=O)N(C)C[C@@H]2OCCCC[C@H](C)Oc3ccc(NS(=O)(=O)c4cn(C)cn4)cc3C(=O)N([C@H](C)CO)C[C@H]2C)cc1	0.7
C[C@@H]1CN([C@H](C)CO)S(=O)(=O)c2ccc(/C=C/c3ccccc3)cc2O[C@H]1CN(C)C(=O)c1ccncc1	4.3
CN(C)CC(=O)N1[C@H](CO)[C@H](c2ccccc2)C12CN(CCC(F)(F)F)C2	1.2
CC(=O)Nc1ccc2c(c1)C(=O)N(C)[C@@H]1CC[C@H](CC(=O)NCc3ccccc3Cl)O[C@H]1CO2	-0.1
C[C@@H]1CN([C@H](C)CO)S(=O)(=O)c2ccc(-c3ccc(C(=O)N(C)C)cc3)cc2O[C@@H]1CN(C)Cc1ccccc1C(=O)O	0.3
COc1ccc2c3c(n(C)c2c1)[C@H](CO)N(C(=O)c1ccccn1)CC31CCN(C(C)=O)CC1	0.3
C[C@H]1CN([C@@H](C)CO)C(=O)c2cccc(NS(=O)(=O)c3ccc(F)cc3)c2O[C@@H]1CN(C)Cc1ccc(C(F)(F)F)cc1	0.8
CO[C@@H]1CN(C)C(=O)c2cc(NC(=O)c3ccc(Oc4ccccc4)cc3)ccc2OC[C@H](C)NC[C@@H]1C	0.1
C[C@@H]1CN([C@H](C)CO)C(=O)c2cc(NC(=O)Nc3ccc4c(c3)OCO4)ccc2O[C@@H]1CN(C)C(=O)Nc1cccc2ccccc12	-0.1
CN1C(=O)c2cc(NC(=O)c3ccc(C(F)(F)F)cc3)ccc2OC[C@@H]2O[C@H](CC(=O)O)CC[C@@H]21	-1.3
COCC(=O)N(C)C[C@H]1Oc2ncc(C#Cc3ccccc3OC)cc2C(=O)N([C@@H](C)CO)C[C@@H]1C	1.2
CC(C)(C)S(=O)N1Cc2cc(C(=O)O)nc(-c3cccc(-c4cccc(F)c4)c3)c2[C@H]1CCO (some centres not stated)	6.4
C[C@H](CO)N1C[C@H](C)[C@@H](CN(C)S(C)(=O)=O)Oc2cc(C#CC3CC3)ccc2S1(=O)=O	0.8
COc1ccccc1CNC(=O)C[C@@H]1CC[C@H]2[C@@H](COc3ccc(NS(=O)(=O)c4ccc(C)cc4)cc3C(=O)N2C)O1	0.9
O=C(c1ccncc1)N1CC(=O)N2[C@@H](CO)[C@@H](c3ccc(-c4cccnc4)cc3)[C@@H]2C1	-0.1
COc1cccc(C(C(=O)NCc2ccccc2)N2CCN(C(=O)C3CCCO3)CC2)c1OC (configuration not stated)	0.8
Cc1noc(C)c1NC(=O)N[C@@H]1C=C[C@@H](CC(=O)Nc2ccccc2)O[C@H]1CO	1.4
O=S(=O)(N[C@@H]1CC[C@@H](CCn2cc(C3CC3)nn2)O[C@H]1CO)c1ccc(Cl)cc1	0.1
C[C@H]1CN([C@@H](C)CO)C(=O)Cc2cc(NS(=O)(=O)c3ccc(Cl)cc3)ccc2O[C@H]1CN(C)S(=O)(=O)c1ccc(Cl)cc1	0.5
CCC(=O)N1CC2(C1)[C@@H](c1ccccc1)[C@@H](CO)N2C(=O)NC(C)C	0.3
C[C@@H]1CN([C@H](C)CO)C(=O)c2cc(N(C)C)ccc2O[C@@H](C)CCCCO[C@@H]1CN(C)Cc1ccc(C(=O)O)cc1	-3.5
CCCC#Cc1cnc2c(c1)C(=O)N([C@H](C)CO)C[C@@H](C)[C@@H](CN(C)C(=O)CCN1CCCCC1)O2	0.7
C[C@H]1CCCCO[C@H](CN(C)C(=O)CCCN(C)C)[C@@H](C)CN([C@@H](C)CO)C(=O)c2cc(NC(=O)CCC(F)(F)F)ccc2O1	-0.2
Cc1cc(C(=O)Nc2cccc3c2O[C@@H](CN(C)S(=O)(=O)c2ccccc2)[C@@H](C)CN([C@H](C)CO)C3=O)n(C)n1	-1.1
CCN1[C@H](C(=O)N[C@H](C)c2ccccc2)[C@@H](CO)[C@@H]2Cn3c(ccc(-c4cccc(F)c4)c3=O)[C@@H]21	-0.3
C[C@H]1CN([C@@H](C)CO)C(=O)c2ccccc2-c2ccccc2CO[C@H]1CN(C)Cc1ccc(C(=O)O)cc1	-0.9
Cc1ccc(S(=O)(=O)Nc2ccc3c(c2)C(=O)N([C@@H](C)CO)C[C@@H](C)[C@H](CN(C)C(=O)NC(C)C)OCCCC[C@H](C)O3)cc1	-9.0
C[C@H]1CN([C@@H](C)CO)C(=O)c2cc(NC(=O)C3CC3)ccc2O[C@@H]1CN(C)S(=O)(=O)c1ccccc1	-1.3

A portion of the results above:
SMILES	TcdB GH inh
CC(C)NC(=O)Nc1ccc2c(c1)C(=O)N([C@H](C)CO)C[C@H](C)[C@@H](CN(C)C(=O)Nc1ccc(F)cc1)OCCCC[C@H](C)O2	0.9
COc1ccc(NC(=O)Nc2ccc3c(c2)[C@@H]2C[C@@H](CC(=O)NCc4ccccn4)O[C@@H](CO)[C@@H]2O3)cc1	0.1
